# KOR beta-arrestin-1 = kappa opioid receptor activators – cell-based, luminescence, uHTS, primary screen (AID 1777); KOR beta-arrestin recruitment, luminescence; higher % means a stronger effect; one-dose activation, % at 10 µM; EC50 in µM for titrated hits; actives 0.02% (n = 280,000); in the data active = activation above about 50%, passing the limit was not always enough; also: a part of the inactive calls stands beside numbers as strong as those of hits
# GPR35 antagonists = GPR35 antagonists blocking zaprinast-driven arrestin recruitment, primary screen, imaging, U2OS, beta-arrestin-GFP, zaprinast agonist (AID 2058) | one-dose inhibition, % at 10 µM; IC50 in µM for titrated hits | actives 0.052% (n = 290,000) | U2OS GPR35 beta-arrestin-GFP translocation imaging, zaprinast antagonism; higher % means a stronger effect;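 active = inhibition of at least 50% with at least 30 cells and total cytoplasm GFP at most 10,000,000; inconclusive = under 30 cells or total GFP of 10,000,000 plus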
# GPR55 beta-arrestin = GPR55 agonists via beta-arrestin recruitment, primary screen, imaging, U2OS cells, beta-arrestin-GFP redistribution (AID 1961) | actives 0.048% (n = 290,000) | activation, % at 10 µM; hits with a dose series show EC50 in µM | U2OS GPR55 beta-arrestin-GFP redistribution imaging; higher % means a stronger effect;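 active = activation above 40% with more than 50 cells counted in the well; inconclusive = wells holding fewer than 50 cells, flagged as toxic or sparse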;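 also: U2OS osteosarcoma cells stably expressing GPR55 and beta-arrestin-GFP; plate controls were DMSO negative control for no effect and LPI positive control for full effect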
# MgcRacGAP inhibition = MgcRacGAP GTPase-activating activity inhibitors, confirmation, biochemical, ADP Hunter fluorescence; MgcRacGAP-stimulated Rac1 GTP hydrolysis, ADP Hunter fluorescence; higher % means a stronger effect; GST-tagged Rac1 F28L mutant substrate; one-dose inhibition, % at 30 µM; IC50 in µM for titrated hits; actives 0.6% (n = 340,000);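 active = first-screen hits whose inhibition reached a set limit at any dose in the follow-up dose series; inconclusive = inhibition above the set first-screen limit but never retested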;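 also: fluorescence reports GDP produced by GAP-driven GTP hydrolysis; strong numbers were not always called active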
# NOD1 inhibition = NOD1 signaling inhibitors, primary screen, cell-based, luminescence, uHTS (AID 1578); NOD1-driven NF-kB luciferase reporter cells, luminescence; higher % means a stronger effect; inhibition, % at 4 µM; hits with a dose series show EC50 in µM; actives 1% (n = 290,000); in the data active = inhibition mostly above about 36%, no sharp cut-off; inactive = mostly below about 34%;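 also: HEK-293T reporter cells stimulated with the NOD1 agonist gamma-tri-DAP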
# GPR55 antagonists = GPR55 antagonists blocking LPI-driven arrestin recruitment, primary screen, imaging, U2OS, beta-arrestin-GFP, LPI agonist (AID 2013) | U2OS GPR55 beta-arrestin-GFP translocation imaging, LPI antagonism; higher % means a stronger effect | inhibition, % at 10 µM; hits with a dose series show IC50 in µM | actives 0.13% (n = 290,000);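 active = spots per cell inhibited over 60%, with over 100 cells counted and total cytoplasm intensity under 500,000; inconclusive = wells with under 100 cells, flagged as likely toxic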;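 also: U2OS cells stably carrying GPR55 and arrestin-GFP stimulated by 5 µM LPI near EC80; imaged beta-arrestin-GFP aggregate spots per cell after agonist stimulation; plate controls were LPI-stimulated DMSO wells for no effect and DMSO wells without LPI for full effect; some results filed as inactive read as strong as hits; confirmed hits need IC50 under 10 µM and bright autofluorescent wells are also inconclusive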
# KOR beta-arrestin-2 = kappa opioid receptor blockers – cell-based, luminescence, uHTS (AID 1778); KOR beta-arrestin recruitment, luminescence, antagonist mode; higher % means a stronger effect; inhibition, % at 10 µM, or IC50 in µM where a hit was titrated; actives 0.091% (n = 290,000); in the data active = inhibition above about 50%; also: strong numbers were not always called active
# K1F lysis inhibition = inhibition of K1F phage lysis, E. coli UTI89, bacterial capsule biogenesis inhibitors, alamar blue (AID 488966); actives 0.02% (n = 340,000); E. coli UTI89 K1F phage lysis, alamar blue, 2 h; higher % means a stronger effect; inhibition, % at 100 µM; hits with a dose series show IC50 in µM;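 active = phage lysis inhibition, versus mean bacterial control, above a set limit; inconclusive = no clear call, values can overlap the other calls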;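 also: capsule biogenesis inhibitors block K1F phage lysis so surviving cells raise fluorescence; higher fluorescence means more inhibition of phage lysis; actives were called in the ten point dose series up to 300 µM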
# NTR1 ag = NTR1-driven beta-arrestin-GFP spot formation – imaging, U2OS cells, high content, primary screen (AID 493036) | agonist mode | activation, % at 20 µM | actives 0.17% (n = 330,000);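 active = activation at or above 40% of the spot to cytoplasm intensity ratio, with at least 20 cells analyzed; inconclusive = wells under 20 cells, flagged as cytotoxic or low count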;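 also: 0% = DMSO without peptide and 100% = 100 nM NTR1 peptide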
# Target sequence (P30989 whole entry, looked up): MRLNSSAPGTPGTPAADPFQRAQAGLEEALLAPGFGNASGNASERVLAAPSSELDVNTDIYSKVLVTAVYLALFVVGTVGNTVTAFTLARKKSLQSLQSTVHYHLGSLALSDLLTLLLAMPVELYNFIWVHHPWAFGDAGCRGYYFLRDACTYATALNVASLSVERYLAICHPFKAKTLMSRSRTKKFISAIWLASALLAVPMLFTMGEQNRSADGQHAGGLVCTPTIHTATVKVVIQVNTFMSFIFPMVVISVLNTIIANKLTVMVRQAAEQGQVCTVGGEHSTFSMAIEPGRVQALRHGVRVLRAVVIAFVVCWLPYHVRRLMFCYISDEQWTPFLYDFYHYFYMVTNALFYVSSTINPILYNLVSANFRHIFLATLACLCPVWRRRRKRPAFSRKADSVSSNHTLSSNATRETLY
# NTR1 ag cell count 20 µM = further read-out of NTR1 ag, marked with its call; cell count; measured here: cell count, cytotoxicity flag
# * marks the source's active call; other numbers are inactive results; ? = inconclusive; . = no result given; [ ] = dose if it differs, or a comment.
molecule,KOR beta-arrestin-1,GPR35 antagonists,GPR55 beta-arrestin,MgcRacGAP inhibition,NOD1 inhibition,GPR55 antagonists,KOR beta-arrestin-2,K1F lysis inhibition,NTR1 ag,NTR1 ag cell count 20 µM
CCCn1c(=O)c2sccc2n2c(CCCC(=O)NCC3CCCO3)nnc12 (stereo not given),-4.4%,-18%,-0.2%,8%,-8%,5%,11%,0.3%,-0.5,73
CC(C)(C)C(=O)CNS(=O)(=O)c1ccc(S(=O)(=O)NC2CCCC2)cc1,-6.9%,23%,0.5%,5%,4%,-1%,-42%,1.7%,-1.1,52
Cc1ccc(C(=O)n2c(N)nc3ccccc32)cc1,-0.6%,22%,0.2%,5%,41%*,5%,-46%[20 µM],0.5%,-1.5,72
CCCS(=O)(=O)N1CCN(C(=O)COc2ccc(-c3ccccc3)cc2)CC1,3.1%,7%,0.4%,4%,-10%,-13%,-15%,0.7%,10,81
COc1cccc(N2C(=O)CC(N3CCC(c4nc5ccccc5[nH]4)CC3)C2=O)c1 (stereo not given),4.1%,-2%,0.0%,8%,-19%,-6%,-22%,0.1%,0.4,92
CCOC(=O)c1cc(S(=O)(=O)N2CCc3ccccc32)cn1C,-0.3%,-16%,-0.1%,-5%,20%,9%,-40%,0.1%,0.5,67
O=C(c1ccco1)N1CCN(S(=O)(=O)c2ccc3c(c2)CCN3C(=O)C2CCC2)CC1,3.2%,-8%,-0.2%,8%,-17%,-20%,-28%,-0.9%,-0.5,55
CC(=O)N1CCSc2ccc(S(=O)(=O)NCCc3ccc(C)cc3)cc21,1.8%,11%,0.0%,2%,48%,1%,-44%,-0.3%,0.0,74
CCCc1nnc2c(N(C)S(=O)(=O)c3ccccc3)nc3ccccc3n12,-3.7%,-2%,-0.3%,-2%,9%,-1%,20%,1.4%,0.9,60
CCCCCOc1ccc(CSC(=N)N)cc1[N+](=O)[O-],-1.4%,23%,0.0%,6%,-12%,8%,-4%,6.5%,2.4,43
CCOC(=O)c1c(/N=C/c2ccc(O)cc2O)sc2c1CCC2,8.9%,5%,-0.3%,.,-17%,-2%,-11%,.,1.6,44
CCCc1cc(=O)n2[nH]c(NCc3ccc(Cl)cc3Cl)nc2n1,-1.4%,3%,0.5%,3%,16%,15%,1%,-0.3%,0.1,81
Cc1ccccc1-n1nc2c(c1NC(=O)c1cc3ccccc3oc1=O)CS(=O)C2 (stereo not given),-1.9%,13%,-0.1%,3%,8%,-7%,-32%,4.1%,2.9,60
COc1ccc(CCNC(=O)c2cc(C)oc2C)cc1,6.0%,10%,-0.1%,1%,-16%,-16%,3%,0.4%,1.2,70
CSc1nc(C)cc(OCC(=O)N/N=C/c2ccccc2O)n1,-2.7%,1%,-0.2%,7%,-23%,-3%,-14%,5.4%,-0.3,44
C=CCNC(=O)CCCCC(=O)NCC=C,-4.0%,-5%,0.2%,2%,-11%,4%,4%,0.2%,1.6,70
Cc1[nH]c2ccccc2c1C(=O)CN1CCC(C(N)=O)(N2CCCCC2)CC1,4.6%,8%,-0.2%,9%,-16%,-1%,-30%,0.4%,-1.0,67
COc1ccc(CCN(C(=O)c2ccccc2)C2=CC3CCC(C2)N3C)cc1OC (stereo not given),-8.0%,-9%,-0.1%,.,7%,17%,-4%,.,.,.
COc1cccc(/C(O)=C/c2nc3ccc(C(=O)NCCc4ccc(Cl)cc4)cc3[nH]c2=O)c1,-6.2%,2%,-0.2%,7%,-38%,8%,-50%,0.2%,.,.
COc1ccc(N2C(=O)C3CCCN3C2c2cccc(F)c2)cc1Cl (stereo not given),1.4%,3%,0.0%,1%,-20%,18%,-6%,0.8%,-1.4,77

# The results go on:
molecule,KOR beta-arrestin-1,GPR35 antagonists,GPR55 beta-arrestin,MgcRacGAP inhibition,NOD1 inhibition,GPR55 antagonists,KOR beta-arrestin-2,K1F lysis inhibition,NTR1 ag,NTR1 ag cell count 20 µM
CN1CCN(c2nnc(-c3ccc(F)cc3)c3ccccc23)CC1,-4.8%,14%,-0.2%,5%,-7%,6%,10%,0.5%,-2.0,41
O=S1(=O)CCN=C2SC3=C(CCCC3)N21,4.4%,3%,0.1%,0%,-23%,-4%,-3%,1.1%,-0.1,50
CC/C(=N\NC(=O)c1ccc(Br)cc1)c1ccccc1,.,-4%,-0.1%,6%,-31%,-2%,-42%[20 µM],-0.2%,-0.7,91
CCOc1ccc(OCC)c(NC(=O)c2ccc(CNc3c(N4CCOCC4)c(=O)c3=O)cc2)c1,-3.3%,2%,-0.4%,-3%,-1%,-1%,11%,-0.4%,0.9,37
COc1ccc(CNC(=O)CN(c2cc(C)cc(C)c2)S(=O)(=O)c2c(C)noc2C)cc1,7.1%,-7%,-0.1%,5%,5%,12%,9%,-1.8%,2.4,58
CCN(CC(=O)Nc1cccc(C(C)=O)c1)S(=O)(=O)c1ccccc1,2.9%,-2%,-0.2%,1%,26%,-12%,-7%,-0.3%,2.0,24
OCc1nc2ccccc2n1C/C=C/c1ccccc1,0.0%,-2%,0.8%,3%,0%,-16%,13%,6.3%,0.8,71
CC1CCN(S(=O)(=O)c2ccc(NC(=O)[C@@H]3CCCC[C@@H]3C(=O)O)cc2)CC1,-3.9%,-9%,-0.2%,3%,44%,-5%,7%,0.1%,-0.4,43
CCN(CC(=O)NC1CCS(=O)(=O)C1)Cc1nc2c(Br)cc(Br)cc2c(=O)[nH]1 (stereo not given),3.8%,2%,-0.1%,4%,-34%,0%,-17%,0.9%,0.3,26
CC(C)(C)c1ccc(C(=O)NCCC(=O)N2CCCC2)cc1,-5.5%,8%,0.2%,6%,-39%,-23%,-4%,0.1%,-0.4,60
CCC(Sc1nc2ccsc2c(=O)n1Cc1ccc(C(=O)O)cc1)C(=O)Nc1ccc(C)c(Cl)c1 (stereo not given),3.0%,-18%,-0.1%,8%,2%,8%,12%,-2.7%,0.4,61
CCC1CCCCN1CCCNC(=O)Cn1cnc2sc(C)c(S(=O)(=O)N3CCC(C)CC3)c2c1=O (stereo not given),6.7%,21%,-0.1%,4%,-20%,13%,-7%,0.2%,-0.5,51
O=C(NCCO)/C(=C\c1ccco1)NC(=O)c1ccco1,-2.2%,-5%,0.3%,8%,17%,-8%,-5%,0.3%,-0.8,68
CCc1nc(C)cn1S(=O)(=O)c1cc(C)c(OC)cc1C,-3.1%,-1%,0.2%,3%,15%,4%,-14%,-0.7%,-2.5,69
C=CCn1c(=O)c2ccccc2n2c(SCC(=O)NCc3cccs3)nnc12,-1.0%,-1%,0.3%,4%,17%,-7%,-18%,0.1%,-0.1,28
O=C(CCOc1ccccc1)Nc1ccccc1,3.9%,5%,-0.3%,0%,.,4%,-46%,0.3%,0.7,67
Cc1cc(C)c(S(=O)(=O)N2CCCCC2)c(C)c1N(C)S(=O)(=O)c1ccc(Cl)cc1,8.8%,0%,-0.1%,10%,4%,-2%,14%,1.4%[50 µM],2.0,74
CCn1c(=O)ccc2cc([N+](=O)[O-])ccc21,0.4%,4%,0.0%,9%,-9%,-17%,-24%[20 µM],-0.6%,-0.5,32
Cc1nn(C)c(C)c1CNC(=O)Nc1cccc(Cl)c1C,2.8%,12%,-0.2%,4%,-30%,2%,-11%,0.1%,-1.1,57
N/C(=N\OC(=O)COc1ccccc1Cl)c1ccc(Cl)cc1,0.3%,-12%,-0.3%,1%,-36%,4%,8%,0.5%,2.1,60

# Next compounds follow:
molecule,KOR beta-arrestin-1,GPR35 antagonists,GPR55 beta-arrestin,MgcRacGAP inhibition,NOD1 inhibition,GPR55 antagonists,KOR beta-arrestin-2,K1F lysis inhibition,NTR1 ag,NTR1 ag cell count 20 µM
O=C(c1ccccc1)N1CCN(c2ccc(NCc3ccc4c(c3)OCO4)cc2)CC1,-2.4%,11%,-0.2%,?,-8%,-3%,-1%,0.5%,7.0,46
Cc1cc(C)n(CCC(=O)Nc2ccc(-c3ccno3)cc2)n1,-4.1%,-6%,0.6%,11%,-20%,1%,-33%,0.1%,-0.3,69
O=C(O/N=C1/CCCc2occc21)c1ccc(F)cc1,-0.7%,3%,0.0%,0%,-42%,8%,12%,-0.9%,-0.7,43
O=C(Cc1cccs1)Nc1nnc(-c2ccc(F)cc2)s1,-4.5%,1%,-0.1%,1%,-62%,0%,5%,-0.4%,2.9,44
O=C(COc1ccccc1)Nc1c(Cl)ccc2nsnc12,3.6%,-7%,-0.1%,4%,-1%,6%,-47%,0.2%,-0.2,45
CCOC(=O)C1CCCN(c2c(NCCc3ccc(S(N)(=O)=O)cc3)c(=O)c2=O)C1 (stereo not given),-1.7%,0%,0.4%,4%,-2%,0%,-1%,2.9%,-1.7,133
O=C(NCCc1ccccc1)NC1CCCCC1,-3.1%,-17%,0.2%,5%,-10%,-8%,25%,1.1%,1.0,75
Cc1ccc(C(=O)Nc2ccccc2Cl)cc1,-3.3%,9%,0.0%,1%,-95%,6%,-29%[20 µM],0.6%,-0.2,76
COc1ccc(OC)c(/C=N/Nc2cc(C)nc(N3CCOCC3)n2)c1,-0.6%,-4%,-0.1%,.,7%,-5%,2%,.,7.1,36
Cc1cccc(N2CCN(C(=O)c3ccc(-n4cncn4)c([N+](=O)[O-])c3)CC2)c1C,4.2%,6%,0.0%,3%,-41%,-3%,-8%,-0.3%[50 µM],0.0,60
CCCCc1ccc(NC(=O)CSc2nnc(CNC(=O)c3ccco3)o2)cc1,-5.1%,7%,-0.2%,11%,-3%,9%,3%,2.3%,0.4,54
COc1cc2c(c3oc(=O)cc(CC(=O)O)c13)CCC(C)(C)O2,3.8%,-2%,0.7%,12%,-12%,-2%,-7%,0.0%,4.9,83
Nc1nc2ccccc2cc1-c1cccs1,8.2%,18%,0.0%,12%,3%,-6%,25%,0.2%,-0.1,79
CCOC(=O)CN1C(=O)N[C@@H](c2ccccc2)C(C(=O)OC)=C1C,2.2%,7%,0.2%,3%,-40%,-12%,-17%,1.8%,0.3,50
COc1c(Cl)cc(-c2noc(C)c2C(=O)NC(C)C)cc1Cl,-3.2%,-9%,0.8%,-1%,-27%,8%,13%,0.4%,-0.1,65
Cc1cccc(CN2C(=O)/C(=C\c3ccc(C(=O)NCCN4CCOCC4)cc3)Sc3ccccc32)c1,5.1%,-4%,0.0%,11%,29%,12%,-49%,-0.3%,18,68
CSc1ccc(C(=S)N2CCCC2)cc1,-5.5%,-7%,-0.1%,8%,6%,1%,2%,0.2%,0.7,60
CCCCNC(=O)CCn1c(=O)c2ccccc2n(Cc2ccccc2C)c1=O,3.6%,-23%,-0.2%,3%,-7%,5%,-17%,0.5%,1.0,71

# A portion of the library; count on the stated rates, not on these rows.
